Assay outcomes: PubChem, several laboratories
EBV gp42 block = EBV gp42 inhibition | Q1HVG2 | Fluorescence polarization binding assay, mP read-out | inhibition, % (tested at 21.74 µM) | 220,000 tested, 0.42% active | AID 1085; in the data active = inhibition above about 50%
Target sequence (Q1HVG2 whole entry, looked up): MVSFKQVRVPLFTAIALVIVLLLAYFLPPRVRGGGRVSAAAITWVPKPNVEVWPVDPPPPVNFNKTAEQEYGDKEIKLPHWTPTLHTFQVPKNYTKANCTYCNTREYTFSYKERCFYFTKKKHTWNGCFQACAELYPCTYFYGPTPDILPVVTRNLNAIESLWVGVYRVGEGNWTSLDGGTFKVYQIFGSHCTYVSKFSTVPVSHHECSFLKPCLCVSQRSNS
Cl transport mod = modulators of human KCC2 chloride dependent transport. Q9H2X9. KCC2 cells, thallium flux FluoZin-2 fluorescence. B-score of Tl+ flux slope (higher = more flux/activation; lower = inhibition) at 10 µM. 190,000 tested, 2.2% active;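 active = thallium flux slope and its plate-corrected score both differing from the plate sample mean at a set confidence after two filtering rounds, in either direction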;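 also: slope of fluorescence scaled to starting intensity during 10 to 20 s after thallium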
Rad51 HR inh = blocks human Rad51 in homologous recombination. inhibition, % at 10 µM. AID 1385. 200,000 tested, 0.085% active. hRad51 DNA strand exchange, fluorescence dequenching;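 active = inhibition above 40% at the single screening dose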;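 also: 0% = DMSO control wells and 100% = blanks with heterologous ssDNA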
Target sequence (Q06609 whole entry, looked up): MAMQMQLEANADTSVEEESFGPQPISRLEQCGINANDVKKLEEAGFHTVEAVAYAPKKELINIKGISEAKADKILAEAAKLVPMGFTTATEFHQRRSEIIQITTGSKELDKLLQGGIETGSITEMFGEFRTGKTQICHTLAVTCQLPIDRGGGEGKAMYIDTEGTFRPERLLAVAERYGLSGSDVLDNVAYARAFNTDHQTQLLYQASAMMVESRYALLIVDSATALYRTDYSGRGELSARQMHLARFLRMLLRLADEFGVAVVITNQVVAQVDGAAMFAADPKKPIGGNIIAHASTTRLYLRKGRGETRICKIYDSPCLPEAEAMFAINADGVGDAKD
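material = hRad51 filaments on single-stranded DNA | timing = filaments 15 min 37 °C, then compound 30 min | signal = FRET fluorescence dequenching, excitation 485 nm, emission 520 nm | benchmarks = control wells and blank wells on each plate | evaluation = percent inhibition relative to plate controls and blanks | compound = 10 µM final, single point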
eIF4E-4G inh = inhibitors of eIF4E and eIF4G interaction in translation initiation; 220,000 tested, 0.37% active; inhibition, % at 21.7 µM; P63073+Q04637; TR-FRET eIF4E-eIF4GI(517-606) binding, 2 h;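 also: 0% = full FRET control wells and 100% = background wells lacking eIF4GI fragment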
Thrombin inh = thrombin (human) inhibition; P00734; alpha-thrombin, Boc-VPR-AMC fluorogenic substrate cleavage; inhibition, % at 5 µM; 220,000 tested, 0.26% active; AID 1046;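 active = inhibition at or above 40%; inactive = inhibition below 40%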;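 also: 0% = enzyme with no compound and 100% = wells without enzyme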
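Test system: human alpha-thrombin; medium: pH 7.5 Tris-saline with Tween 20; times: reaction at room temperature; signal: AMC fluorescence at 355 nm excitation and 460 nm emission; also added: Boc-VPR-AMC substrate, 15 µM final; dosing: one concentration per compound, 5 µM, with 0.2% DMSO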
hK5 inh = inhibitors of human kallikrein 5; Q9Y337; recombinant hK5, fluorogenic AMC substrate cleavage; inhibition, % at 5 µM; 210,000 tested, 0.59% active;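 active = inhibition of 40% or more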;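 also: 0% = enzyme controls without compound and 100% = no-enzyme blanks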
Furin inh = inhibitors of human furin; P09958; purified furin, fluorogenic substrate cleavage; inhibition, % at 30 µM; 220,000 tested, 0.061% active; in the data active = inhibition above about 25%; also: inactives centre near -15
14-3-3 Bad PPI = disrupts binding of bovine 14-3-3 zeta to phospho-Bad peptide. TR-FRET 14-3-3zeta/Dy647-pBad peptide displacement, 1 h. inhibition, % at 21.7 µM. 220,000 tested, 0.71% active. AID 781;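 active = inhibition above about 70%, limit read from the data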;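 also: 0% = full 14-3-3 plus peptide FRET controls and 100% = background without 14-3-3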
Target sequence (P63103 whole entry, looked up): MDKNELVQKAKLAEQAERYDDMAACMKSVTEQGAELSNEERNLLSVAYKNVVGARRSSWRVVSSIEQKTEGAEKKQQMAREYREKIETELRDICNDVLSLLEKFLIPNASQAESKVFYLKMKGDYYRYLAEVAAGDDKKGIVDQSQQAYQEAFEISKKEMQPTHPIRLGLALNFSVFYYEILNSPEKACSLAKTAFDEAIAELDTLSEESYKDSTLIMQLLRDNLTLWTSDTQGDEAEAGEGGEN
NCF1 inh = p47phox (human) inhibition; inhibition, % at 24.7 µM; 220,000 tested, 0.53% active; p47phox/p22phox peptide binding, fluorescence polarization, 2 h; P14598;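 also: 0% = p47phox with labelled peptide and 100% = labelled peptide alone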
An asterisk follows results filed as active; . = no result given; [ ] = another dose, or the depositor's remark.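 The calls were made as follows, unless noted: active = inhibition above about 30% (limit read from the data); inactive = the rest.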

SMILES	EBV gp42 block	Cl transport mod	Rad51 HR inh	eIF4E-4G inh	Thrombin inh	hK5 inh	Furin inh	14-3-3 Bad PPI	NCF1 inh
Cn1c(=O)oc2cc(S(=O)(=O)N3CCCC(C(=O)NCc4ccc5c(c4)OCO5)C3)ccc21 (centres undefined)	6	.	-3	-2	2	-5	-4	-7	-118
COCCn1nnnc1SCC(=O)c1ccccc1	-24	0.39	5	-6	-2	-6	-20	2[fluorescence artefact?]	0
Nc1nc(C(=O)N2CCOCC2)nn1S(=O)(=O)c1ccccc1	-4	.	3	0	-2	2	-21	15	-5
CC(NCc1ccc2c(c1)OCO2)C(=O)NC1CCCc2ccccc21 (centres undefined)	-9	0.11	-10	0	4	-5	-23[20 µM]	45	-9
COc1ccccc1NC(=O)COc1ccccc1C(=O)c1cnn(-c2ccccc2)c1	-6	0.58	1	-4	-12	-10	-10	0[fluorescence artefact?]	9
O=C(O)CN(c1ccccn1)S(=O)(=O)c1ccccc1	-18	0.51	3	0	-6	-19	-2[20 µM]	1[fluorescence artefact?]	-6
CCOC(=O)CN1C(=O)c2ccccc2C1=O	-2	-0.23	-1	-5	-2	-12	-15[20 µM]	-3	-7
COc1ccc(NC(=O)N2CCCCC2)cc1	-5	.	2	1	-7	-9	-17[20 µM]	5[fluorescence artefact?]	-4
COc1cc(/C=C/C(=O)OCc2c(C)noc2C)ccc1OC(F)F	-1	-0.94	-2	2	13	54*	9	3	-1
CCCC(OC(=O)CC1Sc2ccccc2NC1=O)C(=O)NCc1ccco1 (centres undefined)	-16	-0.15	5	-5	13	30	-19[20 µM]	-8	-15

Three of the entries above in order of their number in EBV gp42 block, low to high:
SMILES	EBV gp42 block	Cl transport mod	Rad51 HR inh	eIF4E-4G inh	Thrombin inh	hK5 inh	Furin inh	14-3-3 Bad PPI	NCF1 inh
COCCn1nnnc1SCC(=O)c1ccccc1	-24	0.39	5	-6	-2	-6	-20	2[fluorescence artefact?]	0
COc1ccc(NC(=O)N2CCCCC2)cc1	-5	.	2	1	-7	-9	-17[20 µM]	5[fluorescence artefact?]	-4
COc1cc(/C=C/C(=O)OCc2c(C)noc2C)ccc1OC(F)F	-1	-0.94	-2	2	13	54*	9	3	-1

Additional entries:
SMILES	EBV gp42 block	Cl transport mod	Rad51 HR inh	eIF4E-4G inh	Thrombin inh	hK5 inh	Furin inh	14-3-3 Bad PPI	NCF1 inh
COc1ccc(CCNC(=O)CSc2nc3[nH]ncc3c(=O)n2-c2ccc(Br)cc2)cc1OC	-16	-0.049	2	-4	.	-3	-20	-7	-1
Cc1ccc(S(=O)(=O)Nc2ccc(N3CCOCC3)cc2)cc1[N+](=O)[O-]	-6	-0.52	-2	6	-5	-2	-27	-9	-3
COc1cc2nc(SCc3c(C)noc3C)n(CCC3=CCCCC3)c(=O)c2cc1OC	-5	-0.35	3	7	-15	-9	-8	-11	-7
N#Cc1ccc(-c2cccnc2)nc1SCC(=O)Nc1sc2c(c1C#N)CCC2	2	-0.062	-5	-22	-1	-14	-9	19[fluorescence artefact?]	-30
Cc1cccc(NC(=O)C2(c3cccs3)CCOCC2)c1	0	0.18	-2	-21	4	-2	-7	11[fluorescence artefact?]	-5
Cc1cc(-c2ccccc2)n2nc(C)c(C#N)c2n1	-24	-0.022	9	-3	3	-33	-15[20 µM]	-8	-2
S=c1[nH]nc(-c2ccco2)n1Cc1ccccc1	-12	-0.7	-6	-5	-7	-17	-23[20 µM]	-10[fluorescence artefact?]	-12
COc1ccccc1N1CCN(C(=O)CCc2ccc(S(=O)(=O)NC(C)C)cc2)CC1	-13	-0.8	4	2	9	3	-13	0	1
CC(C)OC(=O)c1ccc(OC(=O)c2cccnc2)cc1	-14	0.015	-2	-4[fluorescence artefact?]	-2	-2	-20[20 µM]	-6[fluorescence artefact?]	-7
COc1cccc(C(C(=O)NC2CCCCC2)N(C(=O)c2ccco2)c2ccc(-n3cnnn3)c(C)c2)c1 (centres undefined)	-11	-0.62	0	10[fluorescence artefact?]	2	-2	-16[20 µM]	-12	7
N#CC1=C(N)C(C#N)(C#N)[C@H](c2ccncc2)[C@H]2CN(C(=O)OCc3ccccc3)CC=C12	-23	-2.2	-3	6	1	7	-15	-1	-15
COc1cc(C(C)=O)ccc1COc1ccc(C(=O)OCC(N)=O)cc1OC	-25	0.024	.	4	-5	-19	-22	-1	-12
CCc1c(C)nc2cc(-c3cc(OC)cc(OC)c3)nn2c1N1CCCC1	-14	-0.71	0	5	-2	6	-9	0	-16
O=c1cc(-c2ccccc2)nc(SCc2ccccc2F)[nH]1	1	2	-1	2	0	-2	-6	1	-7
CC(C)(C)C1CCC(=NNC(=S)NCc2ccccc2)CC1 (centres undefined)	-11	0.86	9	-7	-6	-7	-19	-22	-9
O=C1NN(c2ccc(F)c(Cl)c2)C(=O)/C1=C\c1cccc(OC(=O)c2cccs2)c1	-7	.	8	9[fluorescence artefact?]	6	7	-23[20 µM]	15[fluorescence artefact?]	-14
CCOC(=O)COc1ccc(S(=O)(=O)Nc2ccc(C)cc2)cc1	-2	.	3	0	-6	3	-26[20 µM]	2	-8
COC1(NC(=O)c2ccccc2)C(C)=CC(=O)C=C1C	-15	0.52	4	4	-4	5	-3	6	4
CCCOC(=O)c1cc(-c2ccc(C=O)o2)ccc1Cl	-1	-0.51	1	-1	-3	6	-9	0	-14
CCC(C)[C@H](NC(=O)NCc1ccc(Cl)cc1)C(=O)OC (some centres undefined)	-9	.	6	6	-14	-16	-17	8	15

Structures listed so far that bear a hit mark in hK5 inh:
SMILES	EBV gp42 block	Cl transport mod	Rad51 HR inh	eIF4E-4G inh	Thrombin inh	hK5 inh	Furin inh	14-3-3 Bad PPI	NCF1 inh
COc1cc(/C=C/C(=O)OCc2c(C)noc2C)ccc1OC(F)F	-1	-0.94	-2	2	13	54*	9	3	-1

(more compounds)
SMILES	EBV gp42 block	Cl transport mod	Rad51 HR inh	eIF4E-4G inh	Thrombin inh	hK5 inh	Furin inh	14-3-3 Bad PPI	NCF1 inh
CC(=O)Nc1ccc(Nc2cc(C)nc3c(-c4ccccc4)c(C)nn23)cc1	-4	-2.1	-31	16[fluorescence artefact?]	-4	-11	-20	21[fluorescence artefact?]	-2
C#CCNC(=O)C1=C[C@@H](c2cn(C(C)=O)c3ccccc23)C[C@@H](OCc2ccc(CO)cc2)O1	5	-1.2	-2	-2	-6	-4	-19	2	.
O=C(NC(NC(=S)Nc1c(Cl)cc(Cl)cc1Cl)C(Cl)(Cl)Cl)OCc1ccccc1 (centres undefined)	3	-0.14	-8	-1	-6	-5	-13	1	-5
Cn1nnnc1SCc1cccc2ccccc12	-4	0.066	3	-3	1	-19	-20	-8	-14
O=C(O)c1cc(NN=C2CCN(Cc3ccccc3)CC2)ccc1Cl	-2	0.61	16	-1	-1	-2	-14	15	14
Cn1c(/C=N/NC(=O)c2ccccc2)nc2ccccc21	-7	0.56	5	4[fluorescence artefact?]	-3	11	3[20 µM]	36[fluorescence artefact?]	2
CN1C[C@@H]2C(c3ccccc3)C3(c4ccc(C#N)cc4)CC2(C3)[C@H]1c1ccccc1 (some centres undefined)	-20	0.073	2	0	3	3	-29	-2	-20
NC(=O)c1c(NC(=S)Nc2ccccc2)sc2c1CCCC2	-11	0.071	-7	1	-2	-2	-17	-7	-31
N#C/C(=C\c1ccc(Cl)cc1)c1nc2ccccc2o1	-8	-0.31	7	0	-2	1	-14	-5	-12
CC(C(=O)Nc1ccc2c(c1)OCO2)N(c1ccc(Cl)cc1)S(C)(=O)=O (centres undefined)	-24	0.028	3	2	2	-3	-28[20 µM]	14	-10
CCN(CC)N=Nc1cccc(NC(C)=O)c1	3	1.5	-34	-4	3	6	-17	2	2
CCOC(=O)CNS(=O)(=O)c1c(C)noc1C	-18	-0.43	3	10	-1	11	-22[20 µM]	1	0
Cc1c(NC(=O)c2ccc(Cl)c(S(=O)(=O)N3CCOCC3)c2)c(=O)n(-c2ccccc2)n1C	-3	0.17	1	-1[fluorescence artefact?]	-3	-15	30*[20 µM]	4[fluorescence artefact?]	-5

Grouped by structure: the compounds so far containing an aryl methoxy group.
SMILES	EBV gp42 block	Cl transport mod	Rad51 HR inh	eIF4E-4G inh	Thrombin inh	hK5 inh	Furin inh	14-3-3 Bad PPI	NCF1 inh
COc1ccccc1NC(=O)COc1ccccc1C(=O)c1cnn(-c2ccccc2)c1	-6	0.58	1	-4	-12	-10	-10	0[fluorescence artefact?]	9
COc1ccc(NC(=O)N2CCCCC2)cc1	-5	.	2	1	-7	-9	-17[20 µM]	5[fluorescence artefact?]	-4
COc1cc(/C=C/C(=O)OCc2c(C)noc2C)ccc1OC(F)F	-1	-0.94	-2	2	13	54*	9	3	-1
COc1ccc(CCNC(=O)CSc2nc3[nH]ncc3c(=O)n2-c2ccc(Br)cc2)cc1OC	-16	-0.049	2	-4	.	-3	-20	-7	-1
COc1cc2nc(SCc3c(C)noc3C)n(CCC3=CCCCC3)c(=O)c2cc1OC	-5	-0.35	3	7	-15	-9	-8	-11	-7
COc1ccccc1N1CCN(C(=O)CCc2ccc(S(=O)(=O)NC(C)C)cc2)CC1	-13	-0.8	4	2	9	3	-13	0	1
COc1cccc(C(C(=O)NC2CCCCC2)N(C(=O)c2ccco2)c2ccc(-n3cnnn3)c(C)c2)c1 (centres undefined)	-11	-0.62	0	10[fluorescence artefact?]	2	-2	-16[20 µM]	-12	7
COc1cc(C(C)=O)ccc1COc1ccc(C(=O)OCC(N)=O)cc1OC	-25	0.024	.	4	-5	-19	-22	-1	-12
CCc1c(C)nc2cc(-c3cc(OC)cc(OC)c3)nn2c1N1CCCC1	-14	-0.71	0	5	-2	6	-9	0	-16
